Cardio protect = cardioprotection against H2O2-induced cell death, primary screen, uHTS, H9c2 cells, ATPLite luminescence. H9c2 cardiomyocytes, H2O2 injury protection, 2 h. protection from H2O2 cell death, % at 20 µM. 0.63% of 360,000 active. AID 588492, 2011;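 active = compounds giving at least 50% protection of heart cells from peroxide-induced death in the single-dose screen, raw or plate-pattern-corrected value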;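 note: 0% = DMSO wells with peroxide and 100% = DMSO wells without peroxide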
NOD2 RIPK2 PPI = NOD2-RIPK2 binding disruptors in cells, primary screen, fluorescence, CHO cells, BLA complementation. Receptor-interacting serine/threonine-protein kinase 2 (Homo sapiens), O43353. CCF4 ratio. inhibition, % at 4.98 µM. 0.38% of 360,000 active. AID 624267, 2012; in the data active = inhibition above about 21%;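 note: 0% = vehicle only and 100% = reference blocker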
N-glyco inh = increase of ERlucT glycosylation luciferase signal, primary screen, N-linked glycosylation inhibitor project, D54 ERlucT cells, luminescence, set 2; AID 588692, 2011; D54 ERlucT glycosylation luciferase reporter, 24 h; percent of 100 nM tunicamycin response; 0.23% of 360,000 active; reporter increase, % at 12.5 µM;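 active = mean luciferase reporter signal, scaled so untreated is 0 and the glycosylation-blocking control 100, at or above a set limit in every replicate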;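 note: luciferase carries N-glycosylation sites so blocking glycosylation raises the light; 0% = median of neutral control wells and 100% = median of 100 nM tunicamycin wells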
m5-HT2A agonist = mouse Htr2a agonists via beta-arrestin recruitment, primary screen, cell-based, luminescence; 5-hydroxytryptamine receptor 2A (Mus musculus), P35363; CHO-K1 mHTR2A beta-arrestin complementation; percent of 30 µM serotonin response; activation, % at 7.6 µM; 0.66% of 360,000 active; AID 624169, 2012;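 active = activation above a run cutoff, the mean activation of all tested compounds plus 3 SD, cut at about 14% in these data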;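 note: 0% = plate median of compound wells and 100% = 30 µM serotonin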
TLR9-MyD88 inh = inhibitors of TLR9-MyD88 association in cells, primary screen, cell-based, CHO, BLA complementation, fluorescence; Toll-like receptor 9 (Homo sapiens) + Myeloid differentiation primary response protein …; CCF4 FRET ratio; inhibition, % at 4.98 µM; 0.21% of 340,000 active;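 active = inhibition above the mean over all tested compounds plus 3 SD, cut at about 21% in these data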;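 note: 0% = DMSO only wells and 100% = clavulanate BLA inhibitor control wells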
ABHD5-PLIN5 inh = ABHD5-PLIN5 interaction inhibitors, primary screen, cell lysate, split luciferase complementation, luminescence; Split G. princeps luciferase complementation, 4 h; inhibition, % at 4 µM; 0.78% of 360,000 active; AID 602281, 2012;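 active = inhibition above the mean inhibition across every tested compound plus 3 SD, cut at about 22% in these data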;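 note: 0% = DMSO only wells and the 100% control is not disclosed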
ABCB6 inh 2 = ABCB6 transporter inhibitors, primary screen, K562-ABCB6 cells, flow cytometry, MLPCN library. ATP-binding cassette sub-family B member 6 (Homo sapiens), Q9NP58. K562-ABCB6 porphyrin accumulation, 1 h; hits give low values. fluorescence ratio to DMSO, % at 10 µM. 0.19% of 360,000 active. AID 602162, 2011;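 active = fluorescence ratio to DMSO below 75%, the collection mean minus 3 SD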;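 note: signal is porphyrin accumulated inside mitochondria; 100% equals median channel fluorescence of DMSO control wells; lower ratio means ABCB6 inhibition with less porphyrin fluorescence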
Target sequence (Q9NP58 whole entry, looked up): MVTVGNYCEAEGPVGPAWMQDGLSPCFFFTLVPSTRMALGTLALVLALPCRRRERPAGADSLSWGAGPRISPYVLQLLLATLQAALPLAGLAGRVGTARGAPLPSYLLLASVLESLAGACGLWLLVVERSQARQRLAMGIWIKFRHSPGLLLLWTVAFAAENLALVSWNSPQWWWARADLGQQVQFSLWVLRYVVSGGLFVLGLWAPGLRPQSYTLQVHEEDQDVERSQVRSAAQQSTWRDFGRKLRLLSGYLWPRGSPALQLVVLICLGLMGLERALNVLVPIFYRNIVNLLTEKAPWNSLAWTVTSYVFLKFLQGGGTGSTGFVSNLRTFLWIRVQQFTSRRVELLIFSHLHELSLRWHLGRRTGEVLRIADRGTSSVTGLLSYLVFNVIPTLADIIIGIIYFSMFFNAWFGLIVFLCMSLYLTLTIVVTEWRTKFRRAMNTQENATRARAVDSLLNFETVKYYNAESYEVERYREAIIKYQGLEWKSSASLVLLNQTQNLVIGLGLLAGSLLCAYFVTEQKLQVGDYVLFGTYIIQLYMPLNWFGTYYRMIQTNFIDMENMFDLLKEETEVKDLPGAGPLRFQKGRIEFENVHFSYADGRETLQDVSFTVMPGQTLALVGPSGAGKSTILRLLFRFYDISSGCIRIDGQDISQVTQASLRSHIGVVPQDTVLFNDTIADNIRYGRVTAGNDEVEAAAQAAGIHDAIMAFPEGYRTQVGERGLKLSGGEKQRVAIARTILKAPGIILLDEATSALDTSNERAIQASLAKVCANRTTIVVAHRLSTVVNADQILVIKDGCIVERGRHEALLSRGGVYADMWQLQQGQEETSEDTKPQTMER
MC4R ag barr = MC4R agonists recruiting beta-arrestin, primary screen, cell-based, luminescence, agonist arm of biased-ligand search | Melanocortin receptor 4 (Homo sapiens), P32245 | U2OS MC4R beta-arrestin complementation; percent of melanotan II response, DMSO zero | activation, % at 8.9 µM | AID 540308, 2011 | 0.98% of 360,000 active;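 active = activation above a per-plate cutoff, the mean activation of sample wells on that plate plus 3 SD, cut at about 8% in these data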
MC4R antagonist = MC4R antagonists of cAMP signaling, primary screen, cell-based, TR-FRET, antagonist arm of biased-ligand search. Melanocortin receptor 4 (Homo sapiens), P32245. MC4R-expressing cells, MTII-stimulated cAMP, LANCE TR-FRET. inhibition, % at 6.5 µM. 0.48% of 360,000 active. AID 540295, 2011;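 active = inhibition above its plate's cutoff, the mean of tested wells on that plate plus 3 SD, cut at about 29% in these data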;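 note: 0% = Melanotan II alone and 100% = Melanotan II plus saturating MCL0020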
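Material – human MC4R-expressing U2OS cells · Repeats – no replicates · Detection – TR-FRET with Eu-cAMP and labeled anti-cAMP, 671 nm · Times – compound 30 min, challenge 1 h, detection 1 h · Compound – single nominal compound dose of 6.5 µM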
NCOA2 inhibitor = inhibition of GAL4-SRC2 driven luciferase reporter, primary screen, SRC2 inhibitor project, cell-based, luminescence; Nuclear receptor coactivator 2 (Homo sapiens), Q15596; HEK293 GAL4-SRC2 luciferase reporter; inhibition, % at 9 µM; 0.17% of 370,000 active; AID 651957, 2012;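 active = inhibition above the mean inhibition of all tested compounds plus 3 SD, set per campaign, cut at about 52% in these data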;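 note: 0% = DMSO treated cells and 100% = cells given Gossypol at 36 µM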
* marks the source's active call; other numbers are inactive results; x = not tested or not shown. This is a subset; rates above refer to the full screens.

SMILES | Cardio protect | NOD2 RIPK2 PPI | N-glyco inh | m5-HT2A agonist | TLR9-MyD88 inh | ABHD5-PLIN5 inh | ABCB6 inh 2 | MC4R ag barr | MC4R antagonist | NCOA2 inhibitor
CC(C)(C)NC(=O)NC(=O)COC(=O)CCC1CCCC1 | 1 | -3 | 0 | 7 | 8 | -1 | 96 | 2.1 | 0 | 13
Cc1ccc(NC(=O)NNC(=O)COc2ccc([N+](=O)[O-])cc2)cc1C | 6 | 0 | -1 | -7 | -17 | -4 | 93 | -1.1 | 1 | 4
COc1cccc(C(=O)NCC(=O)OCc2ccc(F)cc2Cl)c1 | 0 | -7 | 1 | 1 | -7 | 0 | 104 | 3.9 | 26 | -4
COc1ccc(C(=O)N2CCN(c3ccc(NC(=O)c4ccco4)cc3)CC2)cc1 | -4 | -5 | -7 | 4 | 1 | -5 | 100 | -3.2 | 5 | 19
COc1ccc(Nc2nc(Nc3ccc(OC)cc3OC)nc(N3CCN(C)CC3)n2)c(OC)c1 | 64* | 2 | -2 | -4 | 2 | 15 | 89 | -0.3 | -6 | -13
CC(C(=O)NCC1CCCO1)N(C(=O)c1snc(C(N)=O)c1N)c1cccc(F)c1 (centres undefined) | 1 | -4 | 2 | -2 | 4 | 1 | 95 | 1.0 | 4 | -4
CCNC(=O)CC1C(=O)N(c2ccc(OC)cc2)C(=S)N1CCc1ccncc1 (centres undefined) | 0 | -7 | 0 | 0 | 3 | 3 | 97 | -0.7 | 8 | x
CCC(=O)N(CCO)Cc1cc2ccc(C)c(C)c2[nH]c1=O | 7 | -5 | -1 | -3 | -4 | 4 | 104 | -1.0 | 2 | 7
O=C(CSc1ncn[nH]1)N1CCN(S(=O)(=O)c2ccc(Cl)cc2)CC1 | -5 | 1 | 1 | 4 | 2 | 5 | 98 | -2.1 | 8 | 9
Cn1c(SCC(=O)N2CCCc3ccccc32)nc2cccnc21 | 0 | -9 | -2 | -4 | -16 | -10 | 99 | -2.3 | 2 | 27
Cn1c2c(c(=O)n(C)c1=O)CN(CCCN1CCOCC1)CN2 | 1 | -2 | 1 | 8 | 8 | -1 | 97 | 0.1 | -2 | 7
Cc1ccc(NC(=S)N2CCC(c3ccccc3)C2)c(Cl)c1 (centres undefined) | -14 | 4 | -15 | -4 | 5 | -10 | 94 | -0.2 | 9 | -74
COCCNc1nc2nonc2nc1NC(C)c1ccccc1Cl (centres undefined) | -6 | -4 | 0 | -1 | 8 | 6 | 105 | -3.1 | 5 | -26
CC/C(=C/c1sc2ccc(C)cc2[n+]1CCO)SC | -15 | -14 | 1 | -2 | -3 | -6 | 118 | -0.4 | 1 | -22
C=C(C)CNC(=O)C1CCC(=O)N(CCCc2ccccc2)C1 (centres undefined) | 0 | 3 | -1 | 0 | 4 | -1 | 101 | -2.0 | 14 | 18
O=C(NCC1c2ccccc2CCN1C(=O)CN1CCOCC1)C1CCCCC1 (centres undefined) | 43 | -3 | 2 | -1 | -8 | 2 | 103 | -1.0 | 2 | 2
O=C(CCc1nnc(CCCCc2ccccc2)o1)N1CCN(CCO)CC1 | 4 | -10 | 0 | 3 | 7 | 7 | 93 | 2.4 | -1 | 19
Cc1ccsc1C(=O)N/N=C/c1ccc([N+](=O)[O-])cc1 | 0 | 0 | -3 | -3 | 2 | -4 | 94 | 5.7 | -2 | -65
COc1ccc(NC(=O)Cc2cccs2)c(OC)c1 | 6 | -6 | -1 | 2 | -45 | -5 | 100 | -1.9 | 0 | -52
CC12CCC(C(=O)Nc3ccccc3)(C/C1=N\O)C2(C)C (centres undefined) | -5 | 2 | -1 | 6 | -3 | 9 | 96 | 3.0 | -4 | -13
Cc1ccc(NC(=O)/C(=C/c2cccs2)NC(=O)c2ccco2)c(C)c1 | 3 | 5 | -1 | -3 | -7 | -3 | 106 | 2.6 | 13 | 3
CC1(C)Cc2c(sc3nc(SCC(=O)O)[nH]c(=O)c23)CO1 | -2 | -4 | 1 | -1 | 1 | -5 | 98 | -3.7 | -3 | 27
O=C(CCCC(=O)OCC(Cl)=C(Cl)Cl)Nc1cccc2ccccc12 | -1 | 2 | 3 | -3 | 2 | -4 | 103 | 1.6 | 14 | 30
CC(=O)ONC(=Nc1ccccc1)c1nonc1N | 2 | -5 | -2 | 4 | -6 | 7 | 100 | 2.3 | -5 | 8

Part of the list above with just MC4R antagonist and MC4R ag barr.
Structure,MC4R antagonist,MC4R ag barr
Cc1ccc(NC(=O)/C(=C/c2cccs2)NC(=O)c2ccco2)c(C)c1,13,2.6
CC1(C)Cc2c(sc3nc(SCC(=O)O)[nH]c(=O)c23)CO1,-3,-3.7
O=C(CCCC(=O)OCC(Cl)=C(Cl)Cl)Nc1cccc2ccccc12,14,1.6

Continuation:
SMILES | Cardio protect | NOD2 RIPK2 PPI | N-glyco inh | m5-HT2A agonist | TLR9-MyD88 inh | ABHD5-PLIN5 inh | ABCB6 inh 2 | MC4R ag barr | MC4R antagonist | NCOA2 inhibitor
O=[N+]([O-])c1ccc(N2CCN(C(=S)Nc3ccc(F)cc3)CC2)cc1 | -24 | -3 | 2 | 9 | 10 | -11 | 90 | -1.7 | 13 | -6
CCOCC(=O)Nc1ccc(S(=O)(=O)NCCc2ccccc2)cc1 | -19 | -4 | 2 | 0 | -5 | -10 | 98 | -0.6 | 4 | 25
CC1(C)NC(=O)N(CC(=O)N2CCN(S(=O)(=O)c3ccccc3F)CC2)C1=O | 0 | -13 | 4 | 12 | -8 | 7 | 93 | 1.8 | 5 | -17
O=C1OCC2=C1C(c1ccc(Cl)cc1)c1cc3c(cc1O2)OCO3 (centres undefined) | -6 | -9 | 11 | -3 | -11 | -5 | 98 | 2.2 | 8 | -8
CCOC(=O)[C@]12CCCC=C1N(Cc1ccccc1)C(=O)[C@H](CC(=O)N1CCCC1)C2 | x | 0 | x | 0 | x | -1 | x | x | x | 9
CC(C)N(Cc1nnc(-c2ccccc2Cl)o1)C(=O)COc1cccc(Cl)c1 | -4 | 10 | -3 | -3 | -4 | 2 | 100 | 1.0 | 9 | -8
Cc1ccc(NC2SC(=O)N(Cc3cccc(C(=O)O)c3)C2=O)cc1 (centres undefined) | -6 | -7 | -1 | 0 | 0 | 8 | 97 | 0.4 | 3 | -25
Cc1nc(C)c(/C(O)=C/c2nc3ccccc3oc2=O)s1 | -16 | -5 | -3 | 12 | 0 | -9 | 97 | -0.4 | 6 | -37
COc1ccccc1C(=O)COC(=O)c1cccc(S(=O)(=O)N2CCCC2)c1 | -3 | -10 | -1 | 1 | 5 | 1 | 95 | -1.4 | 1 | 2
Cc1cc(C)c2c(N)c(C(=O)Nc3ccc(C)c(C)c3)sc2n1 | 5 | 5 | -14 | -2 | 0 | 2 | 95 | 0.1 | 3 | -119
O=C(CN(C(=O)CCC(=O)Nc1nccs1)c1ccc(F)c(Cl)c1)NCc1ccco1 | 2 | -4 | 1 | -1 | 0 | 1 | 95 | 0.0 | 13 | -15
CCc1c(C)[nH]c2ccccc2c1=O | -6 | -9 | 1 | -1 | -5 | 0 | 103 | -1.3 | 23 | 0
Cc1ccc(CNC(=O)C(=O)NCCCn2ccnc2)cc1 | 10 | 3 | 0 | 3 | 1 | 1 | 98 | -1.2 | -2 | -34
O=S(=O)(Cc1cc(-c2ccccc2Cl)no1)c1ccccc1 | 4 | 4 | -1 | -9 | 0 | -1 | 102 | -5.4 | 5 | -36
Cc1c(NC(=O)C(C)OC(=O)CCc2c[nH]c3ccccc23)c(=O)n(-c2ccccc2)n1C (centres undefined) | 1 | -4 | 2 | 11 | -3 | 4 | 98 | -2.2 | 11 | -20
COCCn1c(SCC(=O)Nc2ccc3c(c2)OCCO3)nnc1C(C)C | 4 | -4 | 4 | -4 | -13 | 0 | 99 | -0.4 | -2 | 0
CCN(Cc1ccccc1)C(=O)c1nn(-c2ccc(OC)cc2)c(=O)c2c1c1ccccc1n2C | 40 | -9 | -8 | 3 | 0 | 1 | 89 | -0.5 | 3 | -9
Cc1cn2c(N)c(/C=C3\C=Nc4ccccc43)c(=O)nc2s1 | -1 | -3 | 4 | 4 | -4 | 3 | 88 | 3.0 | -8 | -48
O=C(N/C=C\n1cnc2cc(C(F)(F)F)ccc21)c1ccc([N+](=O)[O-])cc1 | -3 | -1 | -3 | 3 | 4 | -2 | 93 | -1.3 | 8 | -9
COc1ccc(N(CC(=O)NN=C2CCCCCCC2)S(=O)(=O)c2ccccc2)cc1 | 2 | -3 | -2 | -6 | 3 | 0 | 87 | -0.6 | 7 | 22
COc1ccc(CCNC(=O)c2ccc3c(c2)N(Cc2ccc(C)cc2)CCS3)cc1OC | 22 | 4 | -3 | -6 | -3 | 1 | 98 | -1.5 | 7 | x
CN(Cc1ccccc1)C(=O)[C@@H]1CCCN1C(=O)[C@@H]1CCCN1C(=O)c1ccccc1 | x | -5 | x | 9 | x | 9 | 96 | x | x | -8
CC1CCN(C(=O)/C(=C\c2ccccc2)NC(=O)c2ccccc2)CC1 | 5 | -5 | -1 | -2 | -2 | 0 | 165 | -0.8 | -4 | 26
CN(C1(C)CCS(=O)(=O)C1)S(=O)(=O)c1cccc([N+](=O)[O-])c1 (centres undefined) | 3 | -9 | 3 | -2 | -3 | 1 | 91 | -0.7 | 16 | 16
CCN1CCN(C(=O)Cn2nc(C)c3sc4ccccc4c3c2=O)CC1 | 3 | -4 | 3 | 5 | 10 | 5 | 95 | -1.6 | 1 | -13
COc1cc(/C=C2\C(=O)N(c3ccc(S(N)(=O)=O)cc3)N=C2C)ccc1OC(=O)c1ccco1 | 6 | -17 | 3 | -14 | -11 | 17 | 103 | 0.1 | 22 | 8
CC12CCC(C(=O)Nc3ccc(Br)cn3)(OC1=O)C2(C)C (centres undefined) | -3 | -5 | 1 | -1 | x | -2 | 99 | -1.3 | 10 | 2
Cc1ccnc2ccc(SC(F)(F)F)cc12 | -4 | -1 | 2 | 0 | 14 | -2 | 104 | -1.8 | 10 | 1
CCS(=O)(=O)c1ccc2c(c1)N(S(C)(=O)=O)CC(C(=O)NC1CC1)O2 (centres undefined) | 1 | -16 | 2 | -1 | -12 | -1 | 101 | 0.8 | 3 | 7
